Bioassay records from PubChem BioAssay.
NR3A LBD binder – NR3A (human) ligand-binding domain modulation; NR3A LBD differential scanning fluorimetry, Tm shift; 0% = protein alone, 100% = glycine-bound protein; Tm shift relative to glycine control, % at 25 µM; 340,000 tested, 2.5% active; AID 1259313;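 active means melting temperature shift of at least 10% of the positive control shift, at one fixed dose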
hIAP act – increases human intestinal alkaline phosphatase activity; purified human IAP, CDP-Star luminescence, 30 min; stronger effect = higher value; 1 = vehicle-only enzyme, 0 = enzyme-free background; activation factor at 10 µM; 330,000 tested, 0.16% active; AID 2524;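 active means activation factor of the enzyme at least 2-fold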; further: the source names both 10 and 20 µM as test concentration; values of inactives mirror those of a sister screen read the other way
Target sequence (P09923 whole entry, looked up): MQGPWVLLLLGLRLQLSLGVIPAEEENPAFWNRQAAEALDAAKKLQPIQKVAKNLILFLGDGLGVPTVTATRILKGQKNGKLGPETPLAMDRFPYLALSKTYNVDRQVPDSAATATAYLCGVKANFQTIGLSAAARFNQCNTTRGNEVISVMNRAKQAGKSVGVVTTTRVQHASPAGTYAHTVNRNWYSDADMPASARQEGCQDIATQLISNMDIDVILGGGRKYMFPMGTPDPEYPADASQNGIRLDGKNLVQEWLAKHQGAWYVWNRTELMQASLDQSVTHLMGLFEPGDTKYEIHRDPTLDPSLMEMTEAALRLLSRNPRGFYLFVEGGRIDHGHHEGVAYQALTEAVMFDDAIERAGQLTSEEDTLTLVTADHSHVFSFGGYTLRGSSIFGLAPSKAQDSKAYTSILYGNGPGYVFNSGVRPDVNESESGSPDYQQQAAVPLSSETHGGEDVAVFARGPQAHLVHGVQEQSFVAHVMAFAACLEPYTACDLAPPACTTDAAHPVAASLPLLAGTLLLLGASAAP
hIAP inh – blocks human intestinal alkaline phosphatase; P09923; purified IAP, CDP-Star luminescence, 30 min; inhibition, % at 10 µM; 330,000 tested, 0.12% active;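 active means inhibition reaching a set limit with compound at 10 µM in the primary screen, cut at about 35% in these data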;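 further: plate controls were DMSO wells with enzyme for no effect and no-enzyme buffer wells for full effect; values of inactives mirror those of a sister screen read the other way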
mIAP act – mouse IAP activation; activation factor at 10 µM; muIAP, CDP-Star luminescence, 30 min; stronger effect = higher value; 1 = vehicle-only enzyme signal, 0 = enzyme-free wells; 330,000 tested, 0.24% active; AID 2805;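 active means activation factor of at least 2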; further: the source names both 10 and 20 µM as test concentration; values of inactives mirror those of a sister screen read the other way
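System: mouse IAP enzyme. Reagent: CDP-Star chemiluminescent phosphatase substrate. Benchmarks: DMSO wells, no-enzyme wells. Times: 30 min enzyme-substrate-compound incubation at room temperature. Detection: luminescence from enzymatic CDP-Star hydrolysis. Doses: test compounds delivered from DMSO solution.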
mIAP inh – mouse IAP inhibition | purified mouse IAP, CDP-Star luminescence, 30 min | inhibition, % at 10 µM | 330,000 tested, 0.2% active | AID 2806;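 active means inhibition of at least 40% at 10 µM in the primary screen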;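 further: plate controls were DMSO with enzyme for no effect and no enzyme wells for full effect; values of inactives mirror those of a sister screen read the other way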
APOBEC3G inh – inhibitors of human APOBEC3G DNA deaminase; Q9HC16; recombinant A3G, ssDNA deamination FAM/TAMRA fluorescence; inhibition, % at 20 µM; 330,000 tested, 0.28% active; AID 493012;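 active means inhibition of at least 40% at 20 µM, with no more than 30% in the related APOBEC3A deaminase screen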;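 further: plate controls were DMSO wells with A3G for no effect and wells lacking A3G enzyme for full effect; some compounds called inactive have numbers as strong as hits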
Target sequence (Q9HC16 whole entry, looked up): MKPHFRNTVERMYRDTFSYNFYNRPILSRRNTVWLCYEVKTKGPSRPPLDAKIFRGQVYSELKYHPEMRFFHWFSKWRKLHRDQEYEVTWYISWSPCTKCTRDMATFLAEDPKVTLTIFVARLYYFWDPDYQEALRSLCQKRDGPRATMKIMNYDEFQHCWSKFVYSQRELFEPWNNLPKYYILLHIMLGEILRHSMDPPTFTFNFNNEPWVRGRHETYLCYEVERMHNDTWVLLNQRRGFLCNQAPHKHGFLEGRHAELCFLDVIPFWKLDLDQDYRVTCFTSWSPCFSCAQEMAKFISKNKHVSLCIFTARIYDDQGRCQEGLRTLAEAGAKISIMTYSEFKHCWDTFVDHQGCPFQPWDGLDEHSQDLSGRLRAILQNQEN
APOBEC3A inh – inhibitors of human APOBEC3A DNA deaminase | 330,000 tested, 0.41% active | inhibition, % at 20 µM | recombinant A3A, FAM/TAMRA ssDNA deamination fluorescence | P31941;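 active means at least 40% inhibition at 20 µM here, with at most 30% in a related deaminase screen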;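 further: plate controls were A3A with DMSO for no effect and wells lacking A3A enzyme for full effect; some results filed as inactive read as strong as hits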
Target sequence (P31941 whole entry, looked up): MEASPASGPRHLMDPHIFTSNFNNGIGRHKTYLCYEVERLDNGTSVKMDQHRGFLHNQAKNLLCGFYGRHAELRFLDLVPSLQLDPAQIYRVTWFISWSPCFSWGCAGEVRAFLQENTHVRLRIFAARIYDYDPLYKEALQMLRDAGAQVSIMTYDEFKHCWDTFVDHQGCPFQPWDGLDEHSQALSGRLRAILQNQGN
beta cell repl – MIN6 beta-cell proliferation induction; MIN6 cells proliferation, ATPlite luminescence, 48 h; cells starved in 0.2% serum; 100% = growth in 10% serum; proliferation, % at 10 µM; 330,000 tested, 0.29% active;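 active means compounds whose signal lies at least 3.5 SD above the mean of all wells on their plate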;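 further: 0% = DMSO-treated cells in low-serum medium and 100% = 10% serum control; some compounds called inactive have numbers as strong as hits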
MPTP inh – inhibitors of mitochondrial permeability transition pore; isolated mouse mitochondria, Ca2+ swelling absorbance, 30 min; inhibition, % at 10 µM; 360,000 tested, 1.4% active;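 active means inhibition of 50% or more, scaled per plate between neutral and stimulator controls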;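 further: 0% = DMSO wells given calcium and 100% = 1 mM EGTA wells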
The depositor's hits bear a star; . = not tested or not shown; & = joins results of further samples; ! = a repeat was not active.

SMILES | NR3A LBD binder | hIAP act | hIAP inh | mIAP act | mIAP inh | APOBEC3G inh | APOBEC3A inh | beta cell repl | MPTP inh
Cc1cc2ccccc2c(=O)n1CC(=O)NCCC1=CCCCC1 | 0 | 0.85 | 15 | 1.1 | -8 | 1 | 9 | 0 | 0.4
COc1ccc2nc(SCc3ccccc3C)nc(C)c2c1 | 0 | 1 | -2 | 0.93 | 7 | -4 | -1 | -3 | 2.1
CCc1noc(C)c1C(=O)Nc1ccc(S(=O)(=O)N2CCCCC2)cc1 | 2 | 0.94 | 6 | 1 | -1 | -2 | 2 | -2 | -1.6
CN(C1(C)CCS(=O)(=O)C1)S(=O)(=O)c1ccc2ccccc2c1 (centres undefined) | -1 | 0.75 | 25 | 0.93 | 7 | -7 | -6 | -1 | -0.3
CCNC(=O)/C(C#N)=C/c1c(N(Cc2ccccc2)Cc2ccccc2)nc2ccccn2c1=O | 22* | 1 | -4 | 0.95 | 5 | -4 | -1 | -5 | -11
CC1CCCC(NC(=O)COC(=O)/C=C/c2ccc(S(=O)(=O)N3CCOCC3)cc2)C1C (centres undefined) | 0 | 1 | -2 | 0.98 | 2 | -7 | 3 | 4 | 1.6
Cc1cc(-c2csc(N)n2)c(C)n1-c1ccc(Cl)c(Cl)c1 | -7 | 0.99 | 1 | 0.67 | 33 | 2 | 7 | -5 | 8.5
COC(=O)c1cccnc1NC(=S)NC1CCCCC1 | -2 | 1.2 | -18 | 1.1 | -10 | -1 | -6 | 2 | -4.2
FC(F)(F)c1cccc(N2Cc3ccccc3C2)c1 | -3 | 1 | -4 | 0.96 | 4 | -1 | 2 | 2 | 1.3
FC(F)(F)c1ccc(NC(=S)NCc2ccccc2)cc1 | 2 | 1.1 | -10 | 2* | -100 | -9 | -3 | -6 | 97*
Cc1ccc(C(=O)Nc2ccccc2N2CCN(C(=O)C(C)C)CC2)cc1 | 0 | 0.87 | 13 | 0.99 | 1 | -3 | -4 | 2 | 0.2
Cc1nc2ccccc2c(=O)n1/N=C/c1ccncc1 | 1 | 0.89 | 11 | 1 | -1 | 0 | -4 | 0 | -0.4
COc1ccc(C(=O)NCC(=O)N2CCNC(=O)C2)cc1OC | -1 | 0.98 | 2 | 1 | 0 | 3 | -4 | -1 | 0.9
C[n+]1ccccc1/C=N/O | 2&0 | 0.94 | 10 | 1.1 | -6 | 3&17 | 65*! | 0 | -0.8&-0.5
Cc1c(C(=O)OCC(=O)NC(C)c2ccccc2)oc2ccccc12 (centres undefined) | 2 | 0.84 | 16 | 1 | -2 | 3 | 0 | 0 | -1.1
O=C(c1cc(COc2ccc(F)cc2Cl)on1)N1CCN(c2cnccn2)CC1 | -1 | 1 | -2 | 1 | -2 | -8 | -2 | 3 | 0.5
O=C(CSCc1ccc(Cl)cc1)Nc1cccc(C(=O)Nc2ccccc2C(=O)O)c1 | 10* | 1.1 | -6 | 0.93 | 7 | -2 | -2 | -1 | 1.1
CCN1CCN(c2ccccc2NC(=O)c2ccc(-n3cccn3)cc2)CC1 | 0 | 1.1 | -10 | 0.97 | 3 | 9 | 46* | -2 | -0.9
C=C(C(=O)c1ccccc1)C(C)CC(=O)c1ccccc1 (centres undefined) | -1 | 0.85 | 15 | 0.89 | 11 | -6 | -1 | -6 | 0.9
O=C(NCC1CCCO1)c1cccc(NC(=O)c2ccccc2)c1 (centres undefined) | 1 | 1.3 | -26 | 1 | -1 | -4 | -4 | -2 | 0.0
CCOc1ccc(-n2nnc3c(=O)n(CC(=O)c4ccccc4)cnc32)cc1 | 8 | 0.89 | 11 | 1 | -4 | -1 | -4 | 3 | -0.5
CC(C)C(=O)Nc1ncc(Cc2cccc(Cl)c2)s1 | -2 | 1.1 | -13 | 1 | -3 | -3 | 2 | -4 | -0.7
CC(C)C(NC(=O)c1ccccc1Cl)C(=O)OCc1nc2scc(-c3ccccc3Cl)c2c(=O)[nH]1 (centres undefined) | -2 | 0.98 | 2 | 1.1 | -12 | -5 | 1 | -4 | -0.5
O=C1Cc2ccccc2Sc2ccc(O)cc21 | -3 | 1 | -3 | 0.93 | 7 | 0 | -1 | 1 | -5.3
CC(C)CC(c1nnnn1C(C)(C)C)N1CCN(Cc2ccccc2)CC1 (centres undefined) | 0 | 1.2 | -19 | 0.98 | 2 | -5 | -1 | -1 | 0.6
The list continues.
SMILES | NR3A LBD binder | hIAP act | hIAP inh | mIAP act | mIAP inh | APOBEC3G inh | APOBEC3A inh | beta cell repl | MPTP inh
COc1ccc(C2SCC(=O)N2c2nc3ccccc3s2)cc1 (centres undefined) | -1 | 1.1 | -10 | 0.97 | 2 | 0 | 1 | -4 | 4.9
COc1ccccc1C(=O)N/C(=C/c1ccc(Br)cc1)C(=O)NCCCn1ccnc1 | -3 | 1 | -4 | 0.86 | 14 | -4 | -1 | -3 | -1.4
COc1ccc(OCc2cc(/C=N\NC(=O)c3ccccc3)ccc2OC)cc1 | 4 | 1.2 | -19 | 0.93 | 7 | -7 | -4 | -3 | -1.6
O=C(c1ccc(COc2ccc(Br)cc2)o1)N1N=C(C(F)F)CC1(O)C(F)F (centres undefined) | 19* | 1.1 | -10 | 0.88 | 12 | -1 | 0 | 0 | 49
COc1ccccc1NC(=O)COC(=O)c1c(C)nn(-c2ccccc2)c1C | 3 | 0.85 | 15 | 1.1 | -7 | -8 | -6 | 1 | 0.1
O=C(NCC1CCCO1)C(c1cccnc1)N(C(=O)Cc1cccs1)c1cccnc1 (centres undefined) | 1 | 0.91 | 10 | 1.1 | -7 | -11 | -4 | -3 | -1.4
O=C(Nc1ccc(N2C(=O)CCC2=O)cc1Cl)c1cccs1 | 2 | 1.2 | -24 | 1.2 | -16 | -3 | -2 | -1 | -2.2
COC(=O)c1ccc(NC(=O)c2ccccc2N(C)S(=O)(=O)c2ccccc2)cc1 | -3 | 0.93 | 7 | 0.99 | 1 | -3 | 0 | -3 | -0.8
COCCN(C(=S)Nc1ccc(OC)cc1)C(C)c1cccs1 (centres undefined) | 2 | 0.97 | 3 | 0.91 | 9 | -4 | 1 | 0 | -0.3
Cc1sc(NC(=O)CSc2nnc(COc3ccccc3)n2C)c(C#N)c1C | 0 | 1 | -2 | 0.9 | 10 | -2 | 0 | -3 | 0.8
COc1cccc(CNC(=O)COC(=O)CN(C)S(=O)(=O)c2ccc(NC(C)=O)cc2)c1 | 0 | 0.85 | 15 | 1.1 | -5 | -4 | 0 | -2 | 0.6
CC1=C(C)/C(=N\OC(=O)/C=C/c2ccccc2)C=CC1=O | -1 | 0.97 | 3 | 1 | 0 | -6 | 0 | -1 | 0.9
COc1cccc(CNC(=O)CC(NC(=O)c2ccccc2)c2ccccc2)c1 (centres undefined) | 0 | 1 | -3 | 1 | -4 | -6 | -2 | -1 | 0.7
COc1cc(-c2nc3cnccn3c2Nc2ccccc2)ccc1O | 0 | 0.92 | 8 | 1 | -5 | -3 | -3 | 1 | -0.4
CCOc1cccc(CN(C)CC2CCCN(CCc3ccc(Cl)cc3)C2)c1O (centres undefined) | 0 | 1.4 | -42 | 0.96 | 4 | -9 | -1 | -3 | 1.3
CC(C)(C)OC(=O)NCCCCCc1cn([C@@H](CO)C(=O)NCCCCCCCCCCC(=O)N2CCN(C(=O)OC(C)(C)C)CC2)nn1 | -2 | 0.91 | 9 | 1.1 | -7 | -3 | -3 | -8 | 99*
NC(=O)c1ccc(N2CCCCC2)c(N2C(=O)CCC2=O)c1 | -7 | 0.89 | 11 | 0.88 | 12 | 0 | 3 | -4 | -7.9
CCOC(=O)c1cnc2ccccc2c1NCCc1ccc(OC)c(OC)c1 | -1 | 1 | -2 | 0.86 | 14 | -3 | -1 | -3 | 3.4
CC1CC1C(=O)N(CCC1=CCCCC1)c1c(N)n(Cc2ccccc2)c(=O)[nH]c1=O (centres undefined) | -1 | 1 | -4 | 0.98 | 2 | -8 | 8 | -1 | -1.9
CCOc1ccc(NCC(=O)Nc2ccc(C)cc2C)cc1 | -1 | 1.3 | -35 | 1 | -4 | 1 | -1 | -2 | 1.6
COc1ccc(N=C2NC(=O)/C(=C/c3ccco3)S2)cc1 | 5 | 0.9 | 10 | 0.75 | 25 | -4 | -2 | 1 | 0.5
Cc1ccc(NC(=O)C2(NC(=O)c3ccccn3)CCCCC2)cc1Br | -2 | 1 | -3 | 1.2 | -18 | -9 | -2 | -3 | -1.3
Cc1cc(NC(=O)COC(=O)C2CCN(S(=O)(=O)c3cccc(Cl)c3Cl)CC2)no1 | -15 | 1.1 | -9 | 1 | -1 | -5 | -2 | 2 | -7.2
COc1ccc2oc(C(F)(F)C(F)F)cc(=O)c2c1 | -4 | 0.9 | 10 | 0.91 | 9 | -3 | 0 | -3 | 4.0
Cc1ccc(CC(=O)N2CCN(c3cccc(C(F)(F)F)c3)CC2)cc1 | 1 | 1.1 | -9 | 1.1 | -7 | -3 | -4 | -1 | -7.0
Next records follow:
SMILES | NR3A LBD binder | hIAP act | hIAP inh | mIAP act | mIAP inh | APOBEC3G inh | APOBEC3A inh | beta cell repl | MPTP inh
CCOC(=O)NC(=O)COC(=O)CCCSc1nc2ccccc2s1 | 0 | 0.96 | 4 | 0.92 | 8 | -1 | 3 | -3 | 3.0
Cc1ccc(-c2cnc(N)n2C)cc1C | 0 | 0.82 | 18 | 0.92 | 8 | -8 | -3 | -4 | 0.9
CCc1cccc(C)c1NC(=O)COC(=O)CNC(=O)c1cccs1 | 3 | 1.1 | -12 | 1.1 | -6 | -7 | 1 | -3 | -0.1
COc1ccc(/C=C(/NC(=O)c2ccc(C)cc2)C(=O)NCc2ccncc2)cc1 | 1 | 0.77 | 24 | 0.98 | 2 | 0 | -1 | -3 | 0.7
O=S(=O)(c1ccc(OCC(O)CN2CCc3ccccc3C2)cc1)N1CCOCC1 (centres undefined) | -2 | 1.1 | -13 | 0.99 | 0 | -4 | -2 | -1 | 0.3
CCOC(=O)c1oc2ccccc2c1NC(=O)c1cccc(OC)c1OC | -3 | 0.9 | 10 | 0.89 | 11 | 0 | 5 | 1 | 1.4
Cc1onc(-c2ccccc2)c1C(=O)N1CCN(C/C=C/c2ccccc2)CC1 | 2 | 1 | -3 | 0.96 | 4 | -7 | -1 | -1 | 0.8
CCOC(=O)C1(Cc2ccc(OC)cc2)CCN(C(=O)Cc2cccnc2)CC1 | 0 | 0.82 | 18 | 0.99 | 1 | 0 | -1 | -2 | 1.2
Cc1ccc(C)c(C(C)NC(=O)C2C3CCC(O3)C2C(=O)O)c1 (centres undefined) | . | 1 | -2 | 1.1 | -6 | -1 | 3 | 5 | .
COc1ccc(S(=O)(=O)N2CCN(c3ccccc3)CC2)cc1C(=O)N1CCCC1 | 1 | 0.98 | 2 | 1.1 | -10 | -3 | 0 | 3 | -0.5
C/C(=N\Nc1cccc(Cl)c1)C1(C)N(O)C(C)(C)C(c2ccco2)=[N+]1[O-] (centres undefined) | 2 | 1.1 | -10 | 0.96 | 4 | -5 | -6 | -5 | 1.8

3 compounds from above, sorted by molar mass, smallest number first.
SMILES | NR3A LBD binder | hIAP act | hIAP inh | mIAP act | mIAP inh | APOBEC3G inh | APOBEC3A inh | beta cell repl | MPTP inh
COC(=O)c1ccc(NC(=O)c2ccccc2N(C)S(=O)(=O)c2ccccc2)cc1 | -3 | 0.93 | 7 | 0.99 | 1 | -3 | 0 | -3 | -0.8
COc1ccc(S(=O)(=O)N2CCN(c3ccccc3)CC2)cc1C(=O)N1CCCC1 | 1 | 0.98 | 2 | 1.1 | -10 | -3 | 0 | 3 | -0.5
CC(C)(C)OC(=O)NCCCCCc1cn([C@@H](CO)C(=O)NCCCCCCCCCCC(=O)N2CCN(C(=O)OC(C)(C)C)CC2)nn1 | -2 | 0.91 | 9 | 1.1 | -7 | -3 | -3 | -8 | 99*
